From PubChem
Mtb RmlCD inh: M. tuberculosis RmlC/RmlD coupled enzyme inhibitors, primary screen, biochemical, compound mixtures, 384-well, from 1536-well plates | dTDP-4-dehydrorhamnose reductase (Mycobacterium tuberculosis (strain ATCC 25618 / H37Rv)) … | RmlC+RmlD coupled enzyme assay, percent inhibition; primary screen in compound mixtures | inhibition, % at 3.6 µM | 0.03% of 160,000 active; in the data active = inhibition mostly above about 34%, no sharp cut-off; also: some results filed as inactive read as strong as hits
Target sequence (P9WH09 whole entry, looked up): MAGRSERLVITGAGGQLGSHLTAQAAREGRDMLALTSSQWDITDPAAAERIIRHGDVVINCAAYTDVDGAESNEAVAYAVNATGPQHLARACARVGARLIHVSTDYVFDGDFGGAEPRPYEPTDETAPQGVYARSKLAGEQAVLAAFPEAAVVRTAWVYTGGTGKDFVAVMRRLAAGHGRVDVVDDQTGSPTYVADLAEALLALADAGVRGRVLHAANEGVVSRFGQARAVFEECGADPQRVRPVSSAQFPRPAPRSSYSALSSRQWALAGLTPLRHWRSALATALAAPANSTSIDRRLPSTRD
Target sequence (P9WH11 whole entry, looked up): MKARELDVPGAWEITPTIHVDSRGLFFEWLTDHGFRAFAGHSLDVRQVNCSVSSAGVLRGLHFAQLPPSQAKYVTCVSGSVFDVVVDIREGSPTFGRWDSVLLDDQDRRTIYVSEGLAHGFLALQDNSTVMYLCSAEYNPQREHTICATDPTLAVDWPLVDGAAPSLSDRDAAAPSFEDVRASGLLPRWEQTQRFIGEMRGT
M. tuberculosis GlmU: inhibition of mycobacterial GlmU enzyme – biochemical, glucosamine-1-phosphate acetyltransferase (AID 1376); Bifunctional protein GlmU (Mycobacterium tuberculosis (strain ATCC 25618 / H37Rv)); M. tuberculosis GlmU acetyltransferase enzyme assay; higher % means a stronger effect; inhibition, %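 (tested at 30 µM in the primary screen)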; hits with a dose series show IC50 in µM; 0.25% of 220,000 active; in the data active = inhibition above about 13%;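 also: 0% = complete reaction with vehicle and 100% = reaction without substrate; strong numbers were not always called active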
Starred values were filed as active, the others as inactive. This is a subset; the hit share may differ from the screen's.

How did CN1CCN(c2nc(-c3cc4ccccc4o3)cs2)CC1 do in these assays?
Mtb RmlCD inh: -1; M. tuberculosis GlmU: 2.4%

Results for C/C(=N\Nc1ccccc1)c1c(O)n(Cc2ccccc2)c(=O)[nH]c1=O ?
M. tuberculosis GlmU: 3.5%

Results for Nc1ccc2nn(-c3ccc(Cl)cc3)nc2c1 ?
Mtb RmlCD inh: 7; M. tuberculosis GlmU: 0.6%

What do the screens show for `COc1ccccc1CN(Cc1cc2cc(C)cc(C)c2[nH]c1=O)Cc1nnnn1CC1CCCO1` (stereo not given)?
Mtb RmlCD inh: -5; M. tuberculosis GlmU: -4.8%

How did COc1cccc(C2c3c(oc4ccc(Cl)cc4c3=O)C(=O)N2c2cc(C)on2)c1OC (stereo not given) do in these assays?
Mtb RmlCD inh: 11; M. tuberculosis GlmU: -0.2%

How did O=C1CCCCCN1CP(=O)(O)CCc1ccccc1 do in these assays?
Mtb RmlCD inh: -8; M. tuberculosis GlmU: -6.6%

How did O=C(CSc1ncccn1)Nc1ccc(S(=O)(=O)N2CCCCC2)cc1 do in these assays?
Mtb RmlCD inh: 37; M. tuberculosis GlmU: 1.0%

Results for C[C@H](NC(=O)OC(C)(C)C)C(=O)N/N=C/C1=Cc2ccccc2OC1 ?
M. tuberculosis GlmU: -8.0%

What do the screens show for `NC1=NS(=O)(=O)NC1c1ccc(Br)cc1` (stereo not given)?
M. tuberculosis GlmU: -1.2%

How did CSc1nnc2c(n1)[nH]c1c(C)cccc12 do in these assays?
M. tuberculosis GlmU: 8.0%

How did CCOC(=O)N1CCC(=NNc2ncc(C(F)(F)F)cc2Cl)CC1 do in these assays?
Mtb RmlCD inh: 32; M. tuberculosis GlmU: 1.9%

Results for COc1ccc(N2C(=O)CC(n3cnc4ccccc43)C2=O)cc1 (stereo not given) ?
Mtb RmlCD inh: -8; M. tuberculosis GlmU: -3.2%

What do the screens show for `CCCNC(=O)Cc1ncn[nH]1`?
Mtb RmlCD inh: -7; M. tuberculosis GlmU: 1.2%

Results for COC(=O)c1cn(CCOc2ccccc2OC)c2ccccc12 ?
M. tuberculosis GlmU: -2.6%

What do the screens show for `CC(=O)N1CCCc2cc(S(=O)(=O)N3CCN(c4ccccn4)CC3)ccc21`?
Mtb RmlCD inh: -3; M. tuberculosis GlmU: 2.4%

Results for CC(C)c1ccc2nc(N)sc2c1 ?
Mtb RmlCD inh: -12; M. tuberculosis GlmU: 3.9%

How did CC(=O)c1cccc(NC(=O)CSc2nc(N3CCCCC3)nc(N3CCCCC3)n2)c1 do in these assays?
M. tuberculosis GlmU: -4.7%

Results for CCC(C)NC(=O)CCS(=O)(=O)c1ccc2c(c1)n(C)c(=O)c(=O)n2C (stereo not given) ?
Mtb RmlCD inh: 10; M. tuberculosis GlmU: -1.2%

How did Cc1n[nH]c(C)c1N=Nc1ccc(Br)cc1 do in these assays?
Mtb RmlCD inh: -2; M. tuberculosis GlmU: -0.4%

Results for OC(CNC1CCCCC1)C(F)(F)F (stereo not given) ?
Mtb RmlCD inh: -1; M. tuberculosis GlmU: 5.8%

How did Cc1ccccc1NC(=S)Nc1ccc(Br)cc1 do in these assays?
Mtb RmlCD inh: 3; M. tuberculosis GlmU: 3.7%

How did COc1ccc(-c2noc(CN3CCOCC3)n2)cc1OC do in these assays?
Mtb RmlCD inh: -7; M. tuberculosis GlmU: -2.4%

Results for Cn1c(=O)c(C(=O)NC2CCCCCCC2)c(O)c2ccccc21 ?
Mtb RmlCD inh: -3; M. tuberculosis GlmU: 3.6%

What do the screens show for `O=C(Cc1c(F)cccc1Cl)Nc1cc(S(=O)(=O)N2CCCCC2)ccc1N1CCOCC1`?
Mtb RmlCD inh: 10; M. tuberculosis GlmU: -1.0%

What do the screens show for `CN1CCN(S(=O)(=O)c2ccc(Br)c3nsnc23)CC1`?
M. tuberculosis GlmU: 2.0%

What do the screens show for `C=C(C)Cn1c(SCC(=O)N/N=C/c2c(O)ccc3ccccc23)nc2ccccc2c1=O`?
M. tuberculosis GlmU: -1.5%

What do the screens show for `CC1=C(C(=O)OC2CCCCC2)C(c2cccnc2)n2nnnc2N1` (stereo not given)?
M. tuberculosis GlmU: 4.6%

What do the screens show for `Cc1nc2ccccn2c1C(=O)NNC(=S)Nc1ccc(Cl)cc1`?
M. tuberculosis GlmU: 9.2%

What do the screens show for `O=C(CN1C(=O)c2cccc3cccc(c23)C1=O)NCCN1CCOCC1`?
Mtb RmlCD inh: -8; M. tuberculosis GlmU: 2.9%

How did COc1cccc(N=Cc2ccc(O)cc2O)c1 do in these assays?
M. tuberculosis GlmU: 0.3%

How did Cc1ccccc1NC(=O)c1c(C)nn(-c2ccccc2)c1Cl do in these assays?
Mtb RmlCD inh: -8; M. tuberculosis GlmU: 1.3%

Results for O=C(NC1CCS(=O)(=O)C1)c1cn(-c2ccccc2)nc1-c1ccccc1 (stereo not given) ?
Mtb RmlCD inh: 20; M. tuberculosis GlmU: 4.1%

How did COc1ccccc1CNC(=O)C1CCN(S(=O)(=O)c2ccc3c(c2)OCCCO3)CC1 do in these assays?
Mtb RmlCD inh: 0; M. tuberculosis GlmU: -6.8%

What do the screens show for `COC(=O)CC1NCCNC1=O` (stereo not given)?
M. tuberculosis GlmU: 7.0%

What do the screens show for `COC(=O)C1CC(=O)c2sccc2C1` (stereo not given)?
Mtb RmlCD inh: -9; M. tuberculosis GlmU: 1.8%

Results for Cc1noc(C)c1C(=O)N1CCCC(C(=O)c2cccc(C(F)(F)F)c2)C1 (stereo not given) ?
M. tuberculosis GlmU: -2.6%

How did O=C(O)C(Cc1ccccc1)N1Cc2ccccc2C1=O (stereo not given) do in these assays?
Mtb RmlCD inh: 8; M. tuberculosis GlmU: 3.2%

How did CC1(C)CC(=O)C2=C(C1)NC(Nc1nc3ccccc3o1)=NC2c1ccccn1 (stereo not given) do in these assays?
Mtb RmlCD inh: 6; M. tuberculosis GlmU: 5.6%

Results for O=S(=O)(NCCSc1nnnn1-c1ccccc1)c1cccs1 ?
Mtb RmlCD inh: -12; M. tuberculosis GlmU: -0.2%

Results for O=C(CCNC(=O)c1ccc(Cl)cc1)Nc1ccc(Cl)cc1F ?
Mtb RmlCD inh: -9; M. tuberculosis GlmU: 0.9%

Reprinted from the results shown for reference:
How did COc1cccc(N=Cc2ccc(O)cc2O)c1 do in these assays?
M. tuberculosis GlmU: 0.3%

How did Cc1ccccc1NC(=O)c1c(C)nn(-c2ccccc2)c1Cl do in these assays?
Mtb RmlCD inh: -8; M. tuberculosis GlmU: 1.3%

Results for O=C(NC1CCS(=O)(=O)C1)c1cn(-c2ccccc2)nc1-c1ccccc1 (stereo not given) ?
Mtb RmlCD inh: 20; M. tuberculosis GlmU: 4.1%

How did COc1ccccc1CNC(=O)C1CCN(S(=O)(=O)c2ccc3c(c2)OCCCO3)CC1 do in these assays?
Mtb RmlCD inh: 0; M. tuberculosis GlmU: -6.8%

What do the screens show for `COC(=O)CC1NCCNC1=O` (stereo not given)?
M. tuberculosis GlmU: 7.0%

What do the screens show for `COC(=O)C1CC(=O)c2sccc2C1` (stereo not given)?
Mtb RmlCD inh: -9; M. tuberculosis GlmU: 1.8%

Results for Cc1noc(C)c1C(=O)N1CCCC(C(=O)c2cccc(C(F)(F)F)c2)C1 (stereo not given) ?
M. tuberculosis GlmU: -2.6%

How did O=C(O)C(Cc1ccccc1)N1Cc2ccccc2C1=O (stereo not given) do in these assays?
Mtb RmlCD inh: 8; M. tuberculosis GlmU: 3.2%

How did CC1(C)CC(=O)C2=C(C1)NC(Nc1nc3ccccc3o1)=NC2c1ccccn1 (stereo not given) do in these assays?
Mtb RmlCD inh: 6; M. tuberculosis GlmU: 5.6%

New compounds follow:
How did CC(C)c1nc2oc3c(NCC4CCCO4)ncnc3c2c2c1CCC2 (stereo not given) do in these assays?
Mtb RmlCD inh: -4; M. tuberculosis GlmU: -6.3%

What do the screens show for `O=C(Nc1cccnc1)c1cc2c(ccc3ccccc32)o1`?
M. tuberculosis GlmU: 7.2%

Results for COc1cc(CC(C)N)c(OC)cc1I (stereo not given) ?
M. tuberculosis GlmU: 3.6%

How did COc1cccc(CNC(=O)Cc2csc(Nc3nc(=S)[nH]c4ccccc34)n2)c1 do in these assays?
Mtb RmlCD inh: -12; M. tuberculosis GlmU: 0.7%

Results for COc1ccc2c(c1)cc1n2CCN2CCCN=C12 ?
Mtb RmlCD inh: 8; M. tuberculosis GlmU: -5.7%

What do the screens show for `COc1ccc(-c2noc(COc3ccc4c(c3)OCO4)n2)cc1`?
Mtb RmlCD inh: 3; M. tuberculosis GlmU: -3.5%

What do the screens show for `COc1ccc(CN(C(=O)CNC(=O)c2ccco2)C(C(=O)NC2CCCC2)c2ccco2)cc1` (stereo not given)?
Mtb RmlCD inh: 18; M. tuberculosis GlmU: -1.4%

What do the screens show for `COC(=O)c1ccc(C(=O)OC)c(NC(=O)COC(=O)c2ccccc2OC)c1`?
Mtb RmlCD inh: -7; M. tuberculosis GlmU: 0.9%

Results for Cc1ccc(-c2cc(C(=O)Nc3ccc(S(=O)(=O)Nc4onc(C)c4C)cc3)[nH]n2)c(O)c1 ?
M. tuberculosis GlmU: 2.7%

What do the screens show for `Cc1ccc(NC2=Nc3ccccc3CC2)cc1`?
M. tuberculosis GlmU: -0.8%

Results for COC(=O)C1=C(C)Nc2c(c(=O)n(C)c(=O)n2C)C1c1ccc(C)cc1 (stereo not given) ?
Mtb RmlCD inh: 17; M. tuberculosis GlmU: 6.4%

Results for COC(=O)C1=NNC2(C)C(=O)N(c3ccc(C)cc3)C(=O)C12 (stereo not given) ?
Mtb RmlCD inh: -3; M. tuberculosis GlmU: 4.8%

Results for COCCN(CCOC)c1nc(S(=O)(=O)c2ccc(C)cc2)c(Cl)s1 ?
Mtb RmlCD inh: 33; M. tuberculosis GlmU: -2.1%

How did COCCOC(=O)C(C#N)c1nc2ccccc2nc1N1CCN(Cc2ccccc2)CC1 (stereo not given) do in these assays?
M. tuberculosis GlmU: -6.8%

Results for CC(Oc1ccc(Cl)cc1)C(=O)OCC(=O)Nc1ncc(Cl)cc1Cl (stereo not given) ?
Mtb RmlCD inh: -105; M. tuberculosis GlmU: 3.7%

Results for CC(=O)C1=C(O)C(=O)N(Cc2cccnc2)C1c1ccc(Cl)cc1 (stereo not given) ?
M. tuberculosis GlmU: -1.7%

What do the screens show for `Cc1ccc(-c2noc(CSc3nnnn3-c3ccccc3)n2)cc1`?
M. tuberculosis GlmU: 1.1%

Results for CC1CCCCC1NC(=O)CCCc1nc2ccccc2c(=O)[nH]1 (stereo not given) ?
Mtb RmlCD inh: 5; M. tuberculosis GlmU: -0.1%

Results for O=C(c1cccs1)N1CCN(Cc2ccc3c(c2)OCO3)CC1 ?
M. tuberculosis GlmU: 2.7%

How did CC(C)(C)CC(C)(C)NC(=O)CSCC(=O)Nc1ccc2ccccc2c1 do in these assays?
M. tuberculosis GlmU: -0.1%

What do the screens show for `COc1cc(Cl)c(C)cc1NC(=O)CSc1nnc(-c2ccccn2)n1Cc1ccco1`?
Mtb RmlCD inh: 3; M. tuberculosis GlmU: 1.3%

How did N=c1c2c(-c3ccccc3)c(-c3ccccc3)n(Cc3ccco3)c2ncn1Cc1ccccc1 do in these assays?
M. tuberculosis GlmU: -0.9%

How did O=C1N/C(=C/c2cccs2)C(=O)N1Cc1ccc(Br)cc1 do in these assays?
Mtb RmlCD inh: -1; M. tuberculosis GlmU: -9.3%

Results for Cc1nc2ccccc2c(=O)n1/N=C/c1ccc2ccccc2c1O ?
Mtb RmlCD inh: 11; M. tuberculosis GlmU: -3.4%

How did CCC(NC(=O)CCc1ccccc1)c1ccccc1 (stereo not given) do in these assays?
Mtb RmlCD inh: 7; M. tuberculosis GlmU: -6.0%

What do the screens show for `O=C(O)CC(NC(=O)Cc1ccc(Cl)cc1)c1ccco1` (stereo not given)?
M. tuberculosis GlmU: -6.5%

What do the screens show for `O=C1CC(c2ccccc2F)c2c(c3ccccc3[nH]c2=O)O1` (stereo not given)?
Mtb RmlCD inh: 8; M. tuberculosis GlmU: 2.9%

What do the screens show for `O=C(Cn1c(=O)c(=O)n(Cc2ccccc2)c2ccc(Cl)cc21)Nc1cc(F)ccc1F`?
Mtb RmlCD inh: 5; M. tuberculosis GlmU: 2.9%

How did Cc1ccc(CNC(=O)c2nnc(Cc3ccc(Cl)cc3)o2)cc1 do in these assays?
Mtb RmlCD inh: 0; M. tuberculosis GlmU: 4.6%

What do the screens show for `COc1ccc(CCn2c(Br)nc3c2c(=O)[nH]c(=O)n3C)cc1`?
Mtb RmlCD inh: 2; M. tuberculosis GlmU: -4.5%

Results for Cc1cc(=O)oc2cc(OCC(=O)OCC(=O)N3CCc4ccccc43)ccc12 ?
Mtb RmlCD inh: 6; M. tuberculosis GlmU: 9.6%

What do the screens show for `Cc1ccc(C(=O)N(CC(=O)NC2CCCC2)c2ccccc2C)s1`?
Mtb RmlCD inh: -7; M. tuberculosis GlmU: -5.8%

Results for O=C(Nc1ccccc1)c1cc2c(=O)c3ccccc3oc2nc1C(F)(F)F ?
Mtb RmlCD inh: 11; M. tuberculosis GlmU: -0.3%

What do the screens show for `CCN(CC)S(=O)(=O)c1cccc(-c2nnc(SC(C)C(N)=O)n2CCc2ccccc2)c1` (stereo not given)?
Mtb RmlCD inh: -4; M. tuberculosis GlmU: -0.2%

Results for OC(CNCc1ccccc1C(F)(F)F)C(F)(F)F (stereo not given) ?
Mtb RmlCD inh: -12; M. tuberculosis GlmU: -1.1%

How did COc1cc(NC(=O)c2cnc(N)s2)cc(C(=O)Nc2cccc(C(F)(F)F)c2)c1 do in these assays?
M. tuberculosis GlmU: 1.5%

How did O=C(CSc1nnc(-c2ccncc2)n1-c1ccccc1Cl)Nc1ccc(C(=O)O)cc1 do in these assays?
Mtb RmlCD inh: 3; M. tuberculosis GlmU: -1.9%
